High-throughput results: PubChem, National Center for Advancing Translational Sciences (NCATS)
TDP1 cell CPT = qHTS for Inhibitors of human tyrosyl-DNA phosphodiesterase 1 (TDP1): qHTS in cells in presence of CPT | AID 686979, 2013 | 420,000 compounds, 12% hits | chicken DT40 Tdp1-/-;hTDP1 cells + 20 nM CPT, ATP luminescence, 48 h | Potency, µM (doses to about 46.2 µM), for the others: at the top dose activity change, negative = growth inhibition, hits mostly inhibitors; also: nearly all actives have a fitted effect of over 55% in size
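Chicken DT40 Tdp1-/- cells stably complemented with human TDP1 were seeded at 400 cells/well in medium containing 20 nM camptothecin, exposed to pin-transferred compounds, and grown at 37 °C for at least 48 hr. Viability was read as ATP luminescence.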
DT40 TDP1 no CPT = qHTS for Inhibitors of human tyrosyl-DNA phosphodiesterase 1 (TDP1): qHTS in cells in absence of CPT; 420,000 compounds, 15% hits; DT40 Tdp1-/- hTDP1 cells, no CPT, ATP luminescence, 48 h; AID 686978, 2013; Potency, µM (highest dose often 46.2 µM), for the others: top-dose activity change, negative = growth inhibition, hits mostly inhibitors; also: nearly all actives have a fitted effect of over 55% in size
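No-CPT arm: Tdp1-/-;hTDP1 DT40 cells (400/well) plus compounds, incubated ≥48 hr at 37 °C. Readout CellTiter-Glo luminescence.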
KAT2A inh = qHTS Assay for Inhibitors of GCN5L2; Histone acetyltransferase KAT2A (Homo sapiens), Q92830; GCN5L2 HAT assay, ThioGlo1 CoA-SH fluorescence; Potency, µM (titrated, usually from 58.9 µM), inactives show at the top dose activity change, negative = inhibition, hits mostly inhibitors; 390,000 compounds, 0.21% hits
Target sequence (Q92830 whole entry, looked up): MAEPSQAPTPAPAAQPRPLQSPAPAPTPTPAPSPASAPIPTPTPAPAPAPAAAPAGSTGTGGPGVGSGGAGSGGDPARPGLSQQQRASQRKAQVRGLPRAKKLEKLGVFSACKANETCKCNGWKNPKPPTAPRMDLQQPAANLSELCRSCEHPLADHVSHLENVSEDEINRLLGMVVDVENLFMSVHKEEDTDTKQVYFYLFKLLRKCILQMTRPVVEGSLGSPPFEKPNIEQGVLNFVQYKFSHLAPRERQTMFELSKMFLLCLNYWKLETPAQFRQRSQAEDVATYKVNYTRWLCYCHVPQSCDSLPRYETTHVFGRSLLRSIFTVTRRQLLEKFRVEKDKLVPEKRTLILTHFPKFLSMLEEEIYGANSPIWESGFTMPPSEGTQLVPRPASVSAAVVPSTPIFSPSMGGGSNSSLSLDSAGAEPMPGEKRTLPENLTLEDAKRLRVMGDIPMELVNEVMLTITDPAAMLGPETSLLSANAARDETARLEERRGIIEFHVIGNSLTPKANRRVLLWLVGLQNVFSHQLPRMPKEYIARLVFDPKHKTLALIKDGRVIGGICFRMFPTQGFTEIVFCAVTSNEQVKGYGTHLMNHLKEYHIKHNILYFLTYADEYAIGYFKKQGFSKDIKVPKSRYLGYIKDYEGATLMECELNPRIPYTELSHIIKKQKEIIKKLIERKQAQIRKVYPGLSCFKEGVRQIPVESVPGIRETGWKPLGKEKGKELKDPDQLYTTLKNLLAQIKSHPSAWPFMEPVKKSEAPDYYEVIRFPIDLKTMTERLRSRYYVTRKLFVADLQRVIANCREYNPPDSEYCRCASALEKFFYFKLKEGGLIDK
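ThioGlo1-coupled HAT assay: 20nM GCN5L2, 70uM acetyl-CoA, 75uM H3(1-25) peptide, pH 7.5. Fluorescence read at 340/540nm at start and after 20 min at room temperature.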
The depositor's hits bear a star; [ ] = dose if it differs, or a comment. Calls follow the shape of the dose curve; as a rule, active = well fitted curve in the direction sought with a large enough effect; inconclusive = small, poorly fitted or top-dose-only effect, or another doubt; inactive = no such curve, though single readings can be large; an effect the other way counts as inactive or inconclusive. % is scaled to controls: 0 for no effect and ±100 for the full control effect; potency is read from the fitted curve at half-maximal effect.

Screening CC1(C(=O)NS(=O)(=O)c2ccc(Cl)cc2)CCN1C(=O)CCC1CCCC1 (stereo not given) returned TDP1 cell CPT 4.6% and DT40 TDP1 no CPT 25.4%.
Screening COc1ccc(CNCc2c(F)cccc2F)cc1OC returned TDP1 cell CPT 14.9%, DT40 TDP1 no CPT -19.6% and KAT2A inh -14.6%.
`O=C(Cn1cnc([N+](=O)[O-])c1)Nc1cc(Oc2ccc(Cl)cc2Cl)cc([N+](=O)[O-])c1` gave TDP1 cell CPT 16.4µM*, DT40 TDP1 no CPT 16.4µM* and KAT2A inh -12.5%.
`CN(C(=O)COC(=O)CNC(=O)c1sc2ccccc2c1Cl)c1ccccc1` gave TDP1 cell CPT -21.1%, DT40 TDP1 no CPT -8.3% and KAT2A inh -9.6%.
Screening Cc1nn(CCCC(=O)Nc2cc(C(F)(F)F)ccc2Cl)c(=O)c2c1sc1ccccc12 returned TDP1 cell CPT -24.3%, DT40 TDP1 no CPT -2.3% and KAT2A inh -5.3%.
`COc1cccc(OC)c1CN1CCC2(CCC(CNC(=O)c3ccccc3)O2)CC1` (stereo not given) gave TDP1 cell CPT 8.6% and DT40 TDP1 no CPT -23.5%.
`CC(C)[C@H](NC(=O)c1ccccc1Cl)C(=O)OCC(=O)NC(=O)NC1CCCC1` gave TDP1 cell CPT -13.5%, DT40 TDP1 no CPT -11.4% and KAT2A inh -3.8%.
For CCOC(=O)N1CCN(C(=O)CSCC(=O)Nc2nc(-c3ccc(Cl)s3)cs2)CC1 the results were TDP1 cell CPT 14.6µM*, DT40 TDP1 no CPT 18.4µM* and KAT2A inh -4.5%.
For O=C(CSC1=NCCS1)N1CCN(c2ccc(Cl)cc2)CC1 the results were TDP1 cell CPT inconclusive, DT40 TDP1 no CPT inconclusive and KAT2A inh 8.1%.
C=CCC[C@H](Cc1ccc(F)cc1)C(=O)OC[C@@H](Cc1c[nH]c2ccccc12)NC(=O)[C@@H](CC=C)CC(=O)N(CCO)Cc1ccccc1 was read as TDP1 cell CPT inconclusive, DT40 TDP1 no CPT inconclusive and KAT2A inh -12.2%.
For CCCS(=O)(=O)N1CCCC(C(=O)NCCc2cccc(C)c2)C1 (stereo not given) the results were TDP1 cell CPT -8.2%, DT40 TDP1 no CPT -2.3% and KAT2A inh 11.1%.
`CCOC(=O)c1ccc(NC(=O)C2CCCO2)cc1` (stereo not given) gave TDP1 cell CPT -18.2%, DT40 TDP1 no CPT -11.0% and KAT2A inh -6.7%.
`Cn1c(N)c(C(=O)COC(=O)COc2ccccc2C#N)c(=O)n(C)c1=O` gave TDP1 cell CPT -8.1%, DT40 TDP1 no CPT -4.9% and KAT2A inh -2.2%.
`CCCCN1CNC(=S)N(c2ccc(C(=O)OCC)cc2)C1` gave TDP1 cell CPT -22.2%, DT40 TDP1 no CPT inconclusive and KAT2A inh 32.2%[activator].
Screening Cn1c(=O)c2c(nc(CN3CCC(C(N)=O)CC3)n2Cc2c(F)cccc2Cl)n(C)c1=O returned TDP1 cell CPT 1.0%, DT40 TDP1 no CPT -0.1% and KAT2A inh -2.2%.
`Cn1c(N)c(Sc2ccc([N+](=O)[O-])cc2)c(=O)n(C)c1=O` gave TDP1 cell CPT -3.9%, DT40 TDP1 no CPT -2.0% and KAT2A inh -6.0%.
`O=C(NCc1ccccc1)c1ccc(N2CCC3(CC2)CC(c2ccccc2)=NO3)c([N+](=O)[O-])c1` gave TDP1 cell CPT inconclusive, DT40 TDP1 no CPT -55.0% and KAT2A inh -1.3%.
`CC1=NNC(=O)/C1=C\c1cn(-c2ccccc2)nc1-c1ccc(Cl)cc1` gave TDP1 cell CPT 5.17µM*, DT40 TDP1 no CPT 5.17µM* and KAT2A inh inconclusive.
COC(=O)[C@@]12C[C@@H](CC(=O)NCc3ccc(C)o3)C(=O)N(Cc3ccco3)C1=CCC(C)(C)C2 was read as TDP1 cell CPT inconclusive and DT40 TDP1 no CPT inconclusive.
CCCCc1ccc(S(=O)(=O)N2CCC3(CC2)OCCO3)cc1 was read as TDP1 cell CPT inconclusive, DT40 TDP1 no CPT inconclusive and KAT2A inh -8.5%.
`COc1cc(NC(=O)c2cc([N+](=O)[O-])ccc2NC(=O)CNCc2ccccn2)cc(OC)c1` gave TDP1 cell CPT 2.1%, DT40 TDP1 no CPT inconclusive and KAT2A inh -12.9%.
Screening Cc1cc(OCCn2c(CCNC(=O)C3CCCCC3)nc3ccccc32)ccc1Cl returned TDP1 cell CPT inconclusive, DT40 TDP1 no CPT inconclusive and KAT2A inh -3.7%.
For CCCCNC(=O)C1CCC(Cn2c(=O)c3sccc3n(CC(=O)Nc3ccccc3)c2=O)CC1 (stereo not given) the results were TDP1 cell CPT 14.6µM*, DT40 TDP1 no CPT inconclusive and KAT2A inh -2.6%.
Screening O=C1NC(=NCc2ccccc2)S/C1=C\c1ccccc1 returned TDP1 cell CPT -13.7%, DT40 TDP1 no CPT inconclusive and KAT2A inh 21.1%.
CSc1ccc(C#N)cc1NC(=O)c1ccccc1 was read as TDP1 cell CPT -0.5%, DT40 TDP1 no CPT -4.0% and KAT2A inh 0.2%.
For Cc1ccc(S(=O)(=O)N2CCN(C(=O)CCCOc3ccc(Cl)cc3C)CC2)cc1 the results were TDP1 cell CPT inconclusive, DT40 TDP1 no CPT inconclusive and KAT2A inh -14.0%.
Screening CCCCc1cc(=O)oc2cc(C)cc(OC(C)C(=O)NCc3ccccn3)c12 (stereo not given) returned TDP1 cell CPT inconclusive, DT40 TDP1 no CPT inconclusive and KAT2A inh -11.5%.
Cc1ccc(C)c(N2CCN(S(=O)(=O)c3ccc4c(c3)NC(=O)CC(=O)N4)CC2)c1 was read as TDP1 cell CPT inconclusive, DT40 TDP1 no CPT inconclusive and KAT2A inh -5.6%.
`Cc1cccc(NC(=O)CNC(=O)CN2CCN(C)CC2)c1C` gave TDP1 cell CPT 6.9%, DT40 TDP1 no CPT -7.8% and KAT2A inh -0.1%.
`COc1ccc(S(=O)(=O)Nc2cccc3c2O[C@H](CN(C)C(=O)NC(C)C)[C@@H](C)CN([C@H](C)CO)C3=O)cc1` gave TDP1 cell CPT -19.2%, DT40 TDP1 no CPT 4.0% and KAT2A inh -0.6%.
CC(C)Cc1nnc(NS(=O)(=O)c2ccc([N+](=O)[O-])cc2)s1 was read as TDP1 cell CPT -9.6%, DT40 TDP1 no CPT -11.5% and KAT2A inh inconclusive.
For O=C(Nc1ccccc1Cl)c1cc(C2CCCN(C(=O)C3CCCCC3)C2)on1 (stereo not given) the results were TDP1 cell CPT inconclusive and DT40 TDP1 no CPT inconclusive.
Screening Cc1nn(S(=O)(=O)c2ccccc2)c(C)c1S(=O)(=O)N1CCOCC1 returned TDP1 cell CPT -8.1%, DT40 TDP1 no CPT -3.6% and KAT2A inh 3.1%.
Screening O=C(NCCC(=O)N1CCN(S(=O)(=O)c2ccccc2)CC1)c1ccc(Br)cc1 returned TDP1 cell CPT -5.7%, DT40 TDP1 no CPT -20.5% and KAT2A inh -7.2%.
Screening CCc1nc2ccc(C(=O)NCCCN3CCCC3=O)cn2c1N(C)C(=O)Nc1ccccc1OC returned TDP1 cell CPT -2.4% and DT40 TDP1 no CPT 16.5%.
For Cn1cnc(S(=O)(=O)Nc2cc(-c3ccc(Cl)cc3)nn2C)c1 the results were TDP1 cell CPT 1.8%, DT40 TDP1 no CPT -7.7% and KAT2A inh -2.2%.
CCC(=O)N1CCc2cc(S(=O)(=O)CCC(=O)O)ccc21 was read as TDP1 cell CPT 6.0%, DT40 TDP1 no CPT 13.2% and KAT2A inh -9.9%.
CC(C)(C)C(=O)CSc1nccc(=O)[nH]1 was read as TDP1 cell CPT -0.9%, DT40 TDP1 no CPT -15.8% and KAT2A inh 1.8%.
CCOc1ccc(S(=O)(=O)Nc2ccc(C(=O)N/N=C/c3c(C)nn(-c4ccccc4)c3N3CCCC3)cc2)cc1 was read as TDP1 cell CPT inconclusive, DT40 TDP1 no CPT inconclusive and KAT2A inh -5.7%.
NNc1nnc2c3cc(F)ccc3n(Cc3ccccc3)c2n1 was read as TDP1 cell CPT inconclusive, DT40 TDP1 no CPT 18.4µM* and KAT2A inh 0.6%.
Cc1cccc(C2c3[nH]c4ccccc4c3CCN2C(=O)c2cc(C(C)C)nc(N)n2)n1 (stereo not given) was read as TDP1 cell CPT -4.5%, DT40 TDP1 no CPT 4.2% and KAT2A inh 13.6%.
Screening ON=C1c2ccccc2-c2ccc(F)cc21 returned TDP1 cell CPT inconclusive and DT40 TDP1 no CPT 18.4µM*.
Screening CC1CCCCN1CCNC(=O)C1CCN(S(=O)(=O)N2CCCCC2)CC1 (stereo not given) returned TDP1 cell CPT -11.6%, DT40 TDP1 no CPT -16.1% and KAT2A inh -2.0%.
Screening Cc1cc2c(OCC(O)CN3CCCC3)cccc2[nH]1 (stereo not given) returned TDP1 cell CPT 2.3%, DT40 TDP1 no CPT -7.7% and KAT2A inh -7.3%.
Screening Cc1ccc2c(c1)C(=O)CCCCC(=O)N2 returned TDP1 cell CPT -16.1%, DT40 TDP1 no CPT 5.1% and KAT2A inh -9.1%.
CC1=CC(C)(C)N(S(=O)(=O)c2ccc(C)cc2)c2cc(C)ccc21 was read as TDP1 cell CPT 5.8µM*, DT40 TDP1 no CPT 5.17µM* and KAT2A inh -14.7%.
Screening O=C(CCc1ccccc1)n1nc(-c2ccccc2)nc1NCc1ccco1 returned TDP1 cell CPT -29.9%, DT40 TDP1 no CPT 2.0% and KAT2A inh -13.8%.
CC(NS(=O)(=O)c1ccc(Cl)c(Cl)c1)C(=O)Nc1cccnc1 (stereo not given) was read as TDP1 cell CPT -20.8%, DT40 TDP1 no CPT -17.4% and KAT2A inh -5.7%.
Screening CCCCC(c1nnnn1Cc1ccco1)N1CCN(C(=O)c2ccco2)CC1 (stereo not given) returned TDP1 cell CPT inconclusive, DT40 TDP1 no CPT -11.3% and KAT2A inh -15.2%.
`COc1ccc(Cc2nnc(NC(=O)c3c(-c4ccccc4)noc3C)s2)cc1` gave TDP1 cell CPT -7.3%, DT40 TDP1 no CPT -15.5% and KAT2A inh -20.3%.
`CCS(=O)(=O)c1ccc2oc(Nc3ccc(OC)c(OC)c3)nc2c1` gave TDP1 cell CPT -7.4%, DT40 TDP1 no CPT -26.0% and KAT2A inh 0.4%.
Cc1ccnc(SCCn2c(N3CC(C)CC(C)C3)nc3c2c(=O)n(C)c(=O)n3C)n1 (stereo not given) was read as TDP1 cell CPT -20.1%, DT40 TDP1 no CPT -20.9% and KAT2A inh 0.8%.
`Cc1ccc(/C=N/NC(=O)NC2CCCCC2)o1` gave TDP1 cell CPT -6.5%, DT40 TDP1 no CPT inconclusive and KAT2A inh -5.8%.
Screening COc1ccc(NC(=O)CSc2nnc(C3CC3)n2C)cc1 returned TDP1 cell CPT inconclusive, DT40 TDP1 no CPT inconclusive and KAT2A inh -5.0%.
COc1ccc(CN(C)C(=O)C2CCN(S(=O)(=O)c3cccs3)CC2)cc1F was read as TDP1 cell CPT inconclusive, DT40 TDP1 no CPT inconclusive and KAT2A inh -4.7%.
Screening CCC(CC)c1nc(NCCC(=O)O)c2ccccc2n1 returned TDP1 cell CPT 2.4%, DT40 TDP1 no CPT -4.4% and KAT2A inh 3.3%.
CNc1ccc(S(=O)(=O)NCC(=O)NCCCc2ccccc2)cc1[N+](=O)[O-] was read as TDP1 cell CPT inconclusive, DT40 TDP1 no CPT inconclusive and KAT2A inh -4.7%.
`N#C/C(=C\c1ccncc1)c1ccc(NC(N)=O)cc1` gave TDP1 cell CPT -28.4%, DT40 TDP1 no CPT -11.5% and KAT2A inh -22.3%.
O=S1(=O)CC2N=C(N(Cc3ccc(F)cc3Cl)c3ccccc3F)SC2C1 (stereo not given) was read as TDP1 cell CPT 0.8%, DT40 TDP1 no CPT 2.7% and KAT2A inh 0.1%.
`CN(C)c1nnnn1-c1ccc(OC(F)(F)F)cc1` gave TDP1 cell CPT -0.9%, DT40 TDP1 no CPT -10.4% and KAT2A inh 1.4%.

By substructure: the entries above with a cyano group (three)
`Cn1c(N)c(C(=O)COC(=O)COc2ccccc2C#N)c(=O)n(C)c1=O` gave TDP1 cell CPT -8.1%, DT40 TDP1 no CPT -4.9% and KAT2A inh -2.2%.
CSc1ccc(C#N)cc1NC(=O)c1ccccc1 was read as TDP1 cell CPT -0.5%, DT40 TDP1 no CPT -4.0% and KAT2A inh 0.2%.
`N#C/C(=C\c1ccncc1)c1ccc(NC(N)=O)cc1` gave TDP1 cell CPT -28.4%, DT40 TDP1 no CPT -11.5% and KAT2A inh -22.3%.
